Source: PubChem (several laboratories)
PKA-R1A activ: PKA-R1A complex activation; P00514+P68181; PKA-R1A dissociation, Cy5-IP20 fluorescence polarization; scaled: DMSO 0%, 113 µM cGMP 100%; activation, % at 11.4 µM; 340,000 tested, 0.083% active; AID 504707;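 active = percent activation above the mean of all tested compounds plus 3 SD, cut at about 19% in these data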;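 note: higher means more PKAc released from R1A so a rise in polarization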
HTR5A ag ctr: activates human HTR5A in OPRM1-OPRD1 agonist counter-screen. P47898. HTR5A agonist assay, luminescence, cell-based. activation, % at 9.3 µM. 340,000 tested, 0.61% active; in the data active = activation mostly above about 9.5%, no sharp cut-off; inactive = mostly below about 7.6%;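 note: 0% = cells with vehicle only and 100% = reference agonist; strong numbers were not always called active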
Ecoli viability: reduces bacterial viability in AddAB counter-screen | E. coli V3065 growth, OD600 absorbance, 18 h | inhibition, % at 11.9 µM | 330,000 tested, 0.27% active | AID 449728;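 active = inhibition above the campaign's mean inhibition across all tested compounds plus 3 SD, cut at about 9.9% in these data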;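 note: uninfected addAB+ strain grown without phage in ampicillin broth; 0% = DMSO wells and 100% = ciprofloxacin 0.95 µg/ml wells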
phage Ecoli inh: E. coli growth loss with phage present. AID 651602. 360,000 tested, 0.26% active. inhibition, % at 11.9 µM. growth absorbance; in the data active = inhibition above about 11%
MOR-DOR ag: OPRM1-OPRD1 heterodimerization agonism. P35372+P41143. cells, luminescence. activation, % at 9.3 µM. 340,000 tested, 0.3% active. AID 504326; in the data active = activation above about 18%;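 note: 0% = vehicle-treated cells and 100% = reference agonist; values of inactives mirror those of a sister screen read the other way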
Pemphigus Ab inh: human desmoglein-3 autoantibody binding inhibition; P32926; DSG3-coupled beads, scFv-anti-DSG3-GFP binding, flow cytometry; active compounds read low; binding (percent of control), % at 10 µM; 310,000 tested, 0.48% active; AID 588358;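 active = binding more than 3 SD below its plate's average and above zero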;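 note: hits lower antibody fragment binding to DSG3; some compounds called inactive have numbers as strong as hits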
Target sequence (P32926 whole entry, looked up, the tested form may be a part): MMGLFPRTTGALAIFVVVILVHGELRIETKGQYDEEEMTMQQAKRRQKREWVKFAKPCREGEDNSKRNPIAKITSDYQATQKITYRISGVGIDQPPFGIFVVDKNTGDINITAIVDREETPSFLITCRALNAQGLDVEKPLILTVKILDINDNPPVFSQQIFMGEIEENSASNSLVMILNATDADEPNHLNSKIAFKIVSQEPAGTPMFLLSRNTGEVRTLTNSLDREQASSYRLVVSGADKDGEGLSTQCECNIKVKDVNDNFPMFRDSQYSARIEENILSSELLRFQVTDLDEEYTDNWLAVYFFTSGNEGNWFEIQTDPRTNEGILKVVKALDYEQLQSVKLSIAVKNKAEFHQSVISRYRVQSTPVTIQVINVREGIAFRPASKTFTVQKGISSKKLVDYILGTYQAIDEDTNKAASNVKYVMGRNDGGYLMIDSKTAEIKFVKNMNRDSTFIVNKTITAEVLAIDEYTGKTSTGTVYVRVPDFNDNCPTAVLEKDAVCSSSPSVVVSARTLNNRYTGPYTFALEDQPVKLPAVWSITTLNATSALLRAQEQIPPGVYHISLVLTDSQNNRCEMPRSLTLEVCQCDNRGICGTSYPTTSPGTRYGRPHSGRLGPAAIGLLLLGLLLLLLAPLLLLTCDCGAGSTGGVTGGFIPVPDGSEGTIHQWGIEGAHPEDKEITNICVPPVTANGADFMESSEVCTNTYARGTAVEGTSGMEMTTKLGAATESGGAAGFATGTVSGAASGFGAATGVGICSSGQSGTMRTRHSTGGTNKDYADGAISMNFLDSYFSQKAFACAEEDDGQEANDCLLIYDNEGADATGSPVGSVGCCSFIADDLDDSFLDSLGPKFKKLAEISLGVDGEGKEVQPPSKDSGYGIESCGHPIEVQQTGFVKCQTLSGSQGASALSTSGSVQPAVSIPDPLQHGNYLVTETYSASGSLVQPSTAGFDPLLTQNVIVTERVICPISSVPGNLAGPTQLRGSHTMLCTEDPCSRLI
AddAB inh: less growth of phage-infected E. coli with AddAB. E. coli expressing H. pylori AddAB, absorbance growth. inhibition, % at 11.9 µM. 330,000 tested, 0.29% active. AID 435030; in the data active = inhibition above about 12%;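 note: 0% = vehicle wells of infected cells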
HTR5A inv ctr: HTR5A inverse agonism, opioid heterodimer counter-screen. P47898. HTR5A cell line, luminescence. inhibition, % at 9.3 µM. 340,000 tested, 0.083% active. AID 504634; in the data active = inhibition mostly above about 23%, no sharp cut-off; inactive = mostly below about 18%;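 note: 0% = cells with DMSO and 100% = no-cell wells with DMSO; some compounds called inactive have numbers as strong as hits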
SUMO Mot1 rescue: inhibitors of SUMOylation pathway: yeast Mot1-301 growth rescue; S. cerevisiae Mot1-301 growth rescue, ATP luminescence, 38.5C; percent above DMSO median, 100 means doubled; growth rescue, % at 18.8 µM; 320,000 tested, 1% active;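 active = every valid replicate shows activation above 250% relative to neutral control wells; inactive = the rest, any valid replicate at or below 250%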;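 note: OY570 slx delta 5 strain wells were the positive control but not used for scaling; some compounds called inactive have numbers as strong as hits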
MOR-DOR inv ag: mu-delta opioid heterodimer inverse agonism. P35372+P41143. inhibition, % at 9.3 µM. cell-based MOR-DOR heterodimer luminescence. 340,000 tested, 0.21% active. AID 504357; in the data active = inhibition above about 22%, passing the limit was not always enough;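 note: 0% = cells with DMSO and 100% = wells without cells with DMSO; values of inactives mirror those of a sister screen read the other way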
PfHsp90 yeast 2: growth inhibition of yeast expressing Plasmodium Hsp90; S. cerevisiae expressing PfHsp90, BacTiter-Glo ATP, 48 h; yeast lacking PDR1 and PDR3 efflux regulators; inhibition, % at 9.4 µM; 310,000 tested, 0.32% active;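 active = every replicate shows inhibition above about 80%, whatever the replicate mean, limit read from the data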;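 note: 0% = DMSO neutral controls and 100% = 20 µM radicicol positive controls; yeast relying on Plasmodium falciparum Hsp90 in place of its own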
Numbers without * were called inactive; . = not tested or not shown.

The opening 5 records (preview)
SMILES	PKA-R1A activ	HTR5A ag ctr	Ecoli viability	phage Ecoli inh	MOR-DOR ag	Pemphigus Ab inh	AddAB inh	HTR5A inv ctr	SUMO Mot1 rescue	MOR-DOR inv ag	PfHsp90 yeast 2
CCn1ccc(C(=O)Nc2ccccc2Cl)n1	-10	1	2.1	5.6	1.5	95	7.1	-3	-4	-11	6
O=C(CN1C(=O)C2CC=CCC2C1=O)NCC(=O)Nc1ccc(F)c(F)c1F (centres undefined)	0	-8	-1.1	-1.3	-2.6	122	-0.1	13	71	13	.
C=CCO/N=C(\C)c1c(O)c(C)c(-c2ccccc2)n(-c2ccccc2)c1=O	2	1	-0.5	0.3	3.0	95	-1.2	-3	291	-16	25
COc1ccc(Cl)cc1NC(=S)NNC(=O)C1(C)CC1(Cl)Cl (centres undefined)	-14	-3	1.8	1.7	0.1	101	3.8	-5	23	-1	-6
CC(C)CN(C(=O)COC(=O)C(C)N1C(=O)c2ccccc2C1=O)c1c(N)n(Cc2ccccc2)c(=O)[nH]c1=O (centres undefined)	0	1	1.5	2.8	-1.9	99	1.6	-11	-4	12	-31

Main list, from the first entry:
SMILES	PKA-R1A activ	HTR5A ag ctr	Ecoli viability	phage Ecoli inh	MOR-DOR ag	Pemphigus Ab inh	AddAB inh	HTR5A inv ctr	SUMO Mot1 rescue	MOR-DOR inv ag	PfHsp90 yeast 2
CCn1ccc(C(=O)Nc2ccccc2Cl)n1	-10	1	2.1	5.6	1.5	95	7.1	-3	-4	-11	6
O=C(CN1C(=O)C2CC=CCC2C1=O)NCC(=O)Nc1ccc(F)c(F)c1F (centres undefined)	0	-8	-1.1	-1.3	-2.6	122	-0.1	13	71	13	.
C=CCO/N=C(\C)c1c(O)c(C)c(-c2ccccc2)n(-c2ccccc2)c1=O	2	1	-0.5	0.3	3.0	95	-1.2	-3	291	-16	25
COc1ccc(Cl)cc1NC(=S)NNC(=O)C1(C)CC1(Cl)Cl (centres undefined)	-14	-3	1.8	1.7	0.1	101	3.8	-5	23	-1	-6
CC(C)CN(C(=O)COC(=O)C(C)N1C(=O)c2ccccc2C1=O)c1c(N)n(Cc2ccccc2)c(=O)[nH]c1=O (centres undefined)	0	1	1.5	2.8	-1.9	99	1.6	-11	-4	12	-31
Cc1nn(-c2ccc(Cl)cc2)c2sc(C(=O)c3c(N)n(C)c(=O)n(C)c3=O)cc12	-5	-3	-1.1	1.8	-2.9	.	2.6	9	-3	14	-13
O=C(CCN1C(=O)C2CC=CCC2C1=O)Nc1cc(C(F)(F)F)ccc1N1CCCC1 (centres undefined)	-8	-1	0.3	1.7	-4.3	97	1.5	-12	-5	23	-18
CC(=O)Nc1ccc(S(=O)(=O)Nc2cc(C)cn(Cc3ccccc3)c2=O)cc1	7	1	-1.7	.	0.8	.	0.8	-4	-5	-5	11
COc1cccc(/C=N/N2CCOCC2)c1O	-7	1	0.3	2.6	0.0	93	-0.3	-2	-22	0	-9
COC(=O)Nc1nc(-c2cc(Cl)ccc2Cl)cs1	2	3	1.5	-4.5	1.8	113	3.1	-8	255	-9	6
CCNc1ccccc1C(=O)O	0	2	1.5	2.0	-1.0	103	4.4	1	-7	5	10
COc1ccc(CCNC(=O)CCSc2nc(-c3ccco3)cc(C(F)(F)F)n2)cc1OC	-6	-2	-1.7	0.2	-1.6	108	1.5	3	115	7	-69
Cc1ccc2c(c1)NC(=O)C(N1CCOCC1)(C(F)(F)F)O2 (centres undefined)	5	-4	-0.1	0.9	1.4	104	-1.3	-3	-18	-8	-7
COc1ccc(C)cc1NC(=O)c1ccoc1C	-4	9	-1.1	1.3	-0.8	98	2.2	-23	40	4	-6
O=C(CCCCCCCC(=O)c1ccccc1)c1ccccc1	6	3	0.9	4.5	1.7	101	3.7	-5	-4	-12	-19
O=C(Nc1ccccc1F)NC1CC1	-3	2	-1.1	3.4	-0.6	96	-0.7	-6	.	4	-20
Cc1c(NC(=O)CN2C(=O)NC(C)(c3ccc(OC(F)F)cc3)C2=O)c(=O)n(-c2ccccc2)n1C (centres undefined)	-8	-1	-1.0	4.6	1.5	104	-0.5	3	379*	-10	5
O=C(/C=C/c1c(Cl)cccc1Cl)NCc1ccco1	-1	2	0.0	3.0	-0.4	.	2.9	-9	-13	2	21
O=C(COC(=O)c1ccc[nH]c1=O)NCCc1ccc(F)cc1	-9	2	0.6	-0.8	-2.9	99	1.0	-6	3	13	-20
O=C(CCNS(=O)(=O)c1ccc(Br)s1)NCc1ccc(F)cc1	-6	-2	-1.5	2.7	-3.6	96	-1.6	5	9	19	-42
O=C(N/N=C/c1ccncc1)c1cccs1	6	-1	1.6	.	-1.9	92	0.5	3	-12	10	-11
Cc1ccc(NC(=O)COC(=O)C(CC(C)C)N2C(=O)C3CC=CCC3C2=O)c(C)c1 (centres undefined)	-6	3	0.7	3.5	-1.2	95	1.0	4	-4	6	4
Nc1nc(=S)c2ncn(C3OC(CO)C(O)C3O)c2[nH]1 (centres undefined)	1	2	30*	17*	-1.9	103	25*	-7	-12	9	3
O=C(CN1C2=NCCN2c2ccccc21)c1ccc2c(c1)OCO2	2	-3	1.2	2.3	-2.9	99	2.5	7	-4	16	-31
C[C@H]1CN([C@@H](C)CO)C(=O)Cc2cc(NS(C)(=O)=O)ccc2O[C@@H]1CN(C)CC1CC1	8	3	-0.2	1.6	-1.3	99	1.1	10	-5	7	28
O=C(COc1ncnc2sccc12)NC1CCCc2ccccc21 (centres undefined)	-10	-2	-5.0	2.4	-0.4	106	3.3	8	-15	2	15
CS(=O)(=O)Nc1ccccc1C(=O)NCC1(N2CCCCC2)CCCCC1	-4	-4	1.1	-0.1	-0.8	.	3.6	10	98	6	7
COc1ccc(-c2csc(NCCc3nc4cc(C(=O)NCCCO)ccc4n3Cc3ccc(C)cc3)n2)cc1	-2	2	-3.4	0.2	-1.6	104	1.2	0	-4	9	.
Cc1ccccc1NC(=O)C(=O)NCC1CCCN1S(=O)(=O)c1cccs1 (centres undefined)	-3	2	0.8	2.6	0.7	108	3.9	-6	12	-3	.
COc1ccc(Cc2nnc(N/N=C(\C)c3ccccc3)[nH]c2=O)cc1OC	-3	1	2.0	2.0	0.8	94	-0.9	-5	-3	-4	2
CCOC(=O)c1c(C)[nH]c(C(=O)COC(=O)/C=C/c2ccc(OCC#N)c(OC)c2)c1C	4	9	0.9	0.3	-2.8	89	0.8	-26	115	14	-10
CCOC(=O)C1CCCN(C2=NC(=O)/C(=C/c3ccc(O)c(OCC)c3)S2)C1 (centres undefined)	-9	-3	-0.1	1.0	-5.2	113	-0.5	10	-28	24	6
Cc1ccc(S(=O)(=O)N2CCOCC2)cc1NC(=O)COC(=O)c1ccc2c(c1)OCO2	-11	-1	2.6	4.3	-4.1	101	5.4	6	16	20	5
CC12CN3CC(C)(CN(C1)C3c1ccc(Cl)cc1Cl)C2=O (centres undefined)	3	2	0.0	3.2	-0.1	102	5.9	-5	-5	0	-8
NC(=O)C1CCN(c2nc(-c3cc4ccccc4o3)cs2)CC1	-10	1	-0.2	1.0	-3.9	101	-2.0	4	3	18	-2
O=C(COC(=O)C1(c2ccccc2F)CCCC1)NCc1cccs1	11	0	0.5	4.4	1.7	110	3.0	-1	-10	-10	28
CC(=O)Nc1ccc(S(=O)(=O)Nc2nccc(/C=C/c3ccccc3F)n2)cc1	0	1	1.4	0.3	-2.0	108	0.6	-3	-12	10	-5
O=C1CC2(CCN(C(=O)c3c(F)cccc3F)CC2)Oc2ccccc21	1	-4	1.7	0.7	-2.6	97	3.6	1	178	17	-20
CCOc1ccc(N=C(NC#N)SC)cc1	-8	5	3.5	3.2	-1.2	98	2.2	-11	4	6	1
CS(=O)(=O)N(CC(O)CON=C1c2ccccc2-c2ccccc21)c1ccc(F)cc1 (centres undefined)	-10	-5	1.1	3.8	2.6	95	-0.9	20	4	-15	16
O=C(CSc1nnc2ccccn12)NCc1cccs1	-6	-6	1.7	2.6	-0.6	114	-0.3	16	-13	4	15
CCCc1cc(C(=O)NNC(=S)NC2CCCCC2)cs1	-12	-2	0.9	2.5	1.3	.	2.5	14	335	-7	-20
COc1ccc(OC)c(C2=NOC(C(=O)NCc3ccccn3)C2)c1 (centres undefined)	-5	4	2.4	2.1	-2.0	105	1.4	-12	102	11	-13
O=C1C2CCCN2C(=O)N1CCCN1CCN(c2ccc([N+](=O)[O-])cc2)CC1 (centres undefined)	-15	0	-3.3	3.5	0.5	118	-1.3	1	14	-2	-27
Clc1ccc(CN2CCN(c3ncccn3)CC2)cc1	-4	4	-0.7	1.4	-2.7	119	5.3	-12	230	13	11
CCOC(=O)c1oc2c(CN3CCN(C)CC3)c(O)c(CC)cc2c(=O)c1-c1nc2ccccc2s1	9	-2	.	2.1	-2.6	105	.	4	.	14	-35
N#C/C=C/N1CCC(Cc2ccccc2)CC1	1	3	2.8	2.3	-1.9	.	4.0	-8	-12	12	25
C=CCn1c(SCc2cccc3ccccc23)nnc1-c1cccnc1	-6	-1	2.9	1.6	-1.2	104	3.1	15	19	6	5
COc1cc(/C=N/NC(=O)c2ccoc2C)ccc1O	-7	3	-0.6	2.7	-1.7	105	4.3	20	-12	8	9
CCCCc1nnc(NC(=O)c2ccc3c(=O)n4c(nc3c2)CCC4)s1	-6	1	-0.6	2.6	-0.8	93	0.0	-13	-13	6	.
O=C(c1ccc([N+](=O)[O-])cc1)N1CCN(c2cccc3[nH]ccc23)CC1	-18	0	1.3	-0.1	0.5	105	2.5	15	-13	-3	-2
NC(=O)C1CCN(c2oc(/C=C/c3ccc(F)cc3)nc2S(=O)(=O)c2ccccc2)CC1	3	4	-1.7	0.1	-1.7	.	-0.1	-16	-12	9	4
CCOC(=O)c1c(NC(=O)COC)sc(C)c1C	-5	2	0.1	0.5	-1.1	104	0.0	11	-4	6	14
COc1ccc(OC)c(NC(=O)CSc2nnc(CNC(=O)c3cccs3)o2)c1	-13	0	-0.6	1.0	-5.2	101	2.9	4	2	27	28

Random excerpt: 2 entries already listed
SMILES	PKA-R1A activ	HTR5A ag ctr	Ecoli viability	phage Ecoli inh	MOR-DOR ag	Pemphigus Ab inh	AddAB inh	HTR5A inv ctr	SUMO Mot1 rescue	MOR-DOR inv ag	PfHsp90 yeast 2
COc1cc(/C=N/NC(=O)c2ccoc2C)ccc1O	-7	3	-0.6	2.7	-1.7	105	4.3	20	-12	8	9
COc1ccc(OC)c(NC(=O)CSc2nnc(CNC(=O)c3cccs3)o2)c1	-13	0	-0.6	1.0	-5.2	101	2.9	4	2	27	28
